KLK5 inh: human KLK5 protease inhibitors, primary screen, biochemical, 1536-well; recombinant hK5, fluorogenic AMC substrate cleavage; 210,000 tested, 0.59% active; Kallikrein-5 (Homo sapiens), Q9Y337; AID 873, 2007; inhibition, % at 5 µM;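 active = inhibition of 40% or more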;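 note: 0% = enzyme controls without compound and 100% = no-enzyme blanks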
Target sequence (Q9Y337 67-293 limits assumed): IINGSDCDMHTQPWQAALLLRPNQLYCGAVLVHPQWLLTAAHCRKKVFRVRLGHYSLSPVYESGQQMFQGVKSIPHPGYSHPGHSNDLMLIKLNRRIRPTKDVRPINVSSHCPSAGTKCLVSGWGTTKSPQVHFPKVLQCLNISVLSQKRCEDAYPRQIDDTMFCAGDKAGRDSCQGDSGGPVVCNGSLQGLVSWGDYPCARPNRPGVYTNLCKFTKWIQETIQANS
Thrombin inh: human alpha-thrombin inhibitors, primary screen, counter-screen for coagulation protease inhibitor project, biochemical, 1536-well, fluorogenic AMC substrate; 220,000 tested, 0.26% active; inhibition, % at 5 µM; AID 1046, 2008; Boc-VPR-AMC fluorogenic substrate cleavage;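 active = inhibition at or above 40%; inactive = inhibition below 40%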;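 note: 0% = enzyme with no compound and 100% = wells without enzyme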
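Test system: human alpha-thrombin; medium: pH 7.5 Tris-saline with Tween 20; times: reaction at room temperature; signal: AMC fluorescence at 355 nm excitation and 460 nm emission; also added: Boc-VPR-AMC substrate, 15 µM final; dosing: one concentration per compound, 5 µM, with 0.2% DMSO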
FXIa inh: human FXIa protease inhibitors, primary screen, biochemical, 1536-well | AID 798, 2007 | inhibition, % at 5 µM | Coagulation factor XI (Homo sapiens), P03951 | purified FXIa, Boc-Glu-Ala-Arg-AMC fluorogenic substrate | 220,000 tested, 0.14% active;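 active = inhibition of at least 40%; inactive = inhibition below 40%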;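 note: fluorescence of freed AMC excited at 355 nm; 0% = enzyme without compound and 100% = no enzyme blank; many of its hits are not listed in these tables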
Wee1 stabilizer: Wee1 degradation inhibitors, primary screen, cell-based, HeLa, Wee1K328M-luciferase, luminescence. Wee1-like protein kinase (Homo sapiens), P30291. HeLa Luc-Wee1K328M stability; 100% = proteasome inhibitor MG132 effect. reporter increase, % at 5 µM. 220,000 tested, 1.2% active;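 active = activation above the mean of all tested compounds plus 3 SD, set per screening run, cut at about 8.8% in these data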;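 note: cells exposed to compound for 20 h before luminescence read; 0% = DMSO alone and 100% = MG132 at 30 µM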
Runt-CBFb FRET: inhibitors of RUNX1 Runt–CBFb binding, primary screen, biochemical, FRET, Cerulean-Runt, Venus-CBFb, uHTS; 220,000 tested, 0.46% active; Runt-related transcription factor 1 (Homo sapiens) + Core-binding factor subunit beta …; Cerulean-Runt/Venus-CBFb FRET ratio 530/480, 1 h; AID 1496, 2009; inhibition, % at 20 µM;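 active = inhibition over about 50% at 20 µM in the single-dose screen, limit read from the data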;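 note: 0% = DMSO wells and 100% = excess unlabeled CBFb competitor control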
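test system = Cerulean-tagged RUNX1 Runt domain (FRET donor) fusion protein | reagent = Venus-CBFb binding partner, 100 nM | incubation = protein complex preformed 1 h, compound exposure 1 h, room temperature, dark | detection = FRET fluorescence | read-out basis = loss of energy transfer signal | controls = 5 µM unlabeled CBFb as full-inhibition high control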
14-3-3 Bad inh: inhibitors of 14-3-3 zeta/Bad binding, primary screen, biochemical, TR-FRET, bovine 14-3-3 zeta. 14-3-3 protein zeta/delta (Bos taurus), P63103. TR-FRET 14-3-3zeta/Dy647-pBad peptide displacement, 1 h. inhibition, % at 21.7 µM. 220,000 tested, 0.71% active;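 active = inhibition above about 70%, limit read from the data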;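 note: 0% = full 14-3-3 plus peptide FRET controls and 100% = background without 14-3-3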
Target sequence (P63103 whole entry, looked up): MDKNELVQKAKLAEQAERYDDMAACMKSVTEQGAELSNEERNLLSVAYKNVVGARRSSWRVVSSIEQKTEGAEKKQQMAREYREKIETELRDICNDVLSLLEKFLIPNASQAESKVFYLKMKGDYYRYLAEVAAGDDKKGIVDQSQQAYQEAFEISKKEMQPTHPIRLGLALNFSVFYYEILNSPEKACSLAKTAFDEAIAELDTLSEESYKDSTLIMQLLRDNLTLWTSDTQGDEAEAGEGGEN
Hck-Nef inh: inhibitors of Nef-activated human Hck kinase, primary screen, biochemical, Z-Lyte FRET, 384-well, Hck-YEEI | 220,000 tested, 0.68% active | Recombinant Hck-YEEI plus Nef, Z-Lyte FRET kinase assay | Tyrosine-protein kinase HCK (Homo sapiens), P08631 | inhibition, % at 20 µM;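 active = Hck-Nef kinase inhibition above about 50%, limit read from the data; inactive = inhibition below that limit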;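 note: 0% = DMSO with Hck plus Nef and 100% = Hck alone without Nef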
Target sequence (P08631 whole entry, looked up): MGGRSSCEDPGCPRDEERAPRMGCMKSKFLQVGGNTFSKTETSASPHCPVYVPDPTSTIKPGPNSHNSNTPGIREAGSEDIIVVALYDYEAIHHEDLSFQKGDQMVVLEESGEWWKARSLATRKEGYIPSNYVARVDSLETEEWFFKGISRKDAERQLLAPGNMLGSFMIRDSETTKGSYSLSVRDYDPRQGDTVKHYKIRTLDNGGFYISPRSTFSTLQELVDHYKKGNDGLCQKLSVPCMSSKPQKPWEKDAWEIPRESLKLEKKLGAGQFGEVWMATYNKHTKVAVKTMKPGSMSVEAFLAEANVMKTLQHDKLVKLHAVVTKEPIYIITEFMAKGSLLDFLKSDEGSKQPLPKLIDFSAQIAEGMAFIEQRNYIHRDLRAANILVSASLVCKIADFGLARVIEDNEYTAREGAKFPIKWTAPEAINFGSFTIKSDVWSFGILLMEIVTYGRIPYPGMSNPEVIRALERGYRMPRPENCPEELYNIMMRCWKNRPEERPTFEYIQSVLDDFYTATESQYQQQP
FXIIa inh 1536: human FXIIa protease inhibitors, primary screen, biochemical, 1536-well. Coagulation factor XII (Homo sapiens), P00748. purified FXIIa, Boc-QGR-AMC fluorogenic substrate, 2 h. inhibition, % at 5 µM. 220,000 tested, 0.3% active; in the data active = inhibition above about 40%;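 note: 0% = enzyme with no compound and 100% = blank without enzyme; many of its hits are not listed in these tables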
Runt-SMMHC FRET: inhibitors of RUNX1 Runt–CBFb-SMMHC binding, primary screen, biochemical, FRET, Cerulean-Runt, Venus-CBFb-SMMHC, uHTS. Runt-related transcription factor 1 (Homo sapiens) + Core-binding factor subunit beta …. Cerulean-Runt/Venus-CBFb-SMMHC FRET ratio 530/480, 1 h. inhibition, % at 20 µM. 220,000 tested, 0.74% active;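 active = mean inhibition across duplicate retests at 20 µM reaching about 50%, limit read from the data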;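 note: 0% = DMSO wells and 100% = wells with excess untagged CBFb-SMMHC; inhibitors lower the FRET ratio by blocking Runt binding to CBFb-SMMHC; some results filed as inactive read as strong as hits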
An asterisk follows results filed as active; / = no result given; [ ] = dose if it differs, or a comment.

SMILES | KLK5 inh | Thrombin inh | FXIa inh | Wee1 stabilizer | Runt-CBFb FRET | 14-3-3 Bad inh | Hck-Nef inh | FXIIa inh 1536 | Runt-SMMHC FRET
CC1CCCC(NC(=O)CNCc2ccccc2F)C1C (centres undefined) | 1 | 10 | -2 | -3 | 1 | 55 | 17 | 9 | -2
CCOC(=O)N1CCC(N2Cc3cccc(C(=O)NCc4ccc(C)cc4)c3C2=O)CC1 | -3 | 5 | 1 | -3 | -8 | -1 | 1 | 15 | -7
CNC(=O)NC(=O)C(C)OC(=O)c1ccc(Cl)c(S(=O)(=O)Nc2ccc(F)cc2)c1 (centres undefined) | -3 | -9 | -5 | 2 | 1 | -3 | 2 | -2 | 0
Clc1ccc(Cc2nnc(-c3ccccc3Br)o2)cc1 | -5 | -1 | -5 | -1 | 0 | 4 | -6 | 4 | 0
C=CCC(CC=C)(NC(=O)c1ccccc1C)c1ccccc1 | 1 | -5 | 2 | 2 | -1 | -10 | 1 | 10 | -3
COc1ccc(CNC(=O)c2cc(C)nn2-c2ccccc2)cc1 | -1 | -4 | -3 | 0 | 1 | 3 | 17 | 3 | -2
Cc1cc2ccccc2n1CCNC(=O)c1ccc(Br)o1 | 3 | 2 | 2 | -2 | 4 | 9 | -7 | 9 | -9
CCOc1cccc(NC(=O)CC#N)c1 | -11 | -1 | 5 | 0 | 2 | -5 | 3 | -6 | -2
Cc1ccccc1-n1c(C)nnc1SCC(=O)NCC1CCCO1 (centres undefined) | -8 | -5 | -3 | -1 | -1 | -7 | -1 | -11 | 0
Cc1nc(Cl)c2oc3ccccc3c2n1 | 43* | 104* | 12 | 2 | -2 | -2 | 0 | 20 | 0
O=C(CN1C(=O)NC2(CCCC2)C1=O)Nc1ccccc1F | -8 | -5 | -3 | 0 | 1 | 6[fluorescence artefact?] | -2 | -2 | -1
Cc1nn2c(N3CCCC3)cc(C(C)C)nc2c1-c1ccccc1 | -3 | 1 | -1 | 1 | -3 | 6 | 0 | 6 | 0
Cc1cccnc1Nc1ncnc(N)c1[N+](=O)[O-] | 7 | -5 | -3 | 2 | -2 | 3 | 2 | 1 | 0
CSc1nnc(-c2cccs2)n1C | 2 | -10 | 0 | 2 | / | 2 | 23 | 6 | /
CSc1nsc(SCC(=O)Nc2nc3ccc(C)cc3s2)n1 | -1 | 5 | -2 | -1 | 5 | 10 | 2 | 1 | 1
CCOc1ccc(N/C(=N/c2nc(C)cc(C)n2)NC(=O)CC)cc1 | 1 | -1 | 1 | 4 | -1 | 5 | 16 | 2 | -5
CCCCN(C)CCNC(=O)c1nn(-c2ccc(OC)cc2)c(=O)c2c1c1ccccc1n2C | / | 1 | 3 | 1 | -3 | 1 | 1 | 11 | -3
Cc1cccc(N(C)C(=O)C2CCCN2S(=O)(=O)c2cccc3nsnc23)c1 (centres undefined) | 0 | -2 | 0 | 3 | 3 | -2 | 16 | 6 | -3
OCCNc1ncnc2c1c(-c1ccccc1)c(-c1ccccc1)n2Cc1ccco1 | -9 | -7 | -1 | 1 | -6 | 15[fluorescence artefact?] | 12 | 3 | -6
CCC(C)n1c(SCC(=O)NCCc2ccc(S(N)(=O)=O)cc2)nc2ccsc2c1=O (centres undefined) | 9 | 0 | 10 | 2 | 0 | 3 | 1 | 8 | -1
Cc1nn(C(=O)Cn2cc([N+](=O)[O-])cn2)c(C)c1Cl | 8 | 2 | -6 | -4 | -1 | -7 | 19 | 4 | 2
CCC(CO)Nc1ncnc2c1cnn2-c1ccc(Cl)cc1 (centres undefined) | 3 | -5 | 1 | 3 | 1 | 6 | 2 | 11 | -3
CN(C)c1ccc(-c2nnc(-c3ccc(S(=O)(=O)C(F)F)cc3)o2)cc1 | -9 | -5 | -3 | 1 | -148 | 15 | -1 | 7 | -229
CCCCNC(=O)CSc1nc2ccccc2c(=O)n1C1CCCC1 | -17 | -4 | -2 | 4 | -3 | 5 | 1 | 8 | 0
Cc1cnc(NC(=O)Nc2ccc(Cl)cc2)s1 | 4 | 5 | 1 | 3 | -1 | 0 | 2 | 6 | 4

Other records:
SMILES | KLK5 inh | Thrombin inh | FXIa inh | Wee1 stabilizer | Runt-CBFb FRET | 14-3-3 Bad inh | Hck-Nef inh | FXIIa inh 1536 | Runt-SMMHC FRET
CC1=C(C)C(C)=C(C#N)C(=C(C#N)C#N)N1 | 1 | 0 | 2 | 1 | 1 | 2 | 4 | 3 | 32
COc1cc(/C=N/NC(=O)C(=O)/C=C2\NC(C)(C)Cc3ccccc32)ccc1O | -6 | 1 | 4 | -1 | 4 | 41 | 18 | 17 | 2
Cc1cccc(N2CCN(C(=O)c3ccc4c(c3)OCCO4)CC2)c1C | 0 | -5 | 3 | -3 | -3 | -2 | 32 | 1 | 2
CCCCCCOc1ccc(NC(=O)CC2C(=O)N(CC)C(=S)N2Cc2ccco2)cc1 (centres undefined) | -18 | -5 | -5 | 5 | -5 | -5 | -1 | 0 | 0
COC(=O)c1ccc(NC(=O)Nc2ccc(F)cc2F)cc1 | 0 | 0 | -1 | 2 | 1 | -11 | -7 | 9 | -6
O=C(C(c1ccccc1)N1CCOCC1)N1CCOCC1 (centres undefined) | -10 | -4 | -9 | 0 | 1 | 14 | -1 | 1 | -1
C/C(=N/NC(=O)c1cc(O)c(O)c(O)c1)c1ccc([N+](=O)[O-])cc1 | -32 | -22 | -10 | 5 | 54* | -3 | 23 | 2 | 50
O=C(Cn1cnc2ccccc2c1=O)N1CCN(c2ccccc2)CC1 | -13 | -3 | -6 | -2 | 2 | -17 | 10 | 1 | 2
CCOCCCNC(=O)c1ccccc1SCC | -11 | -2 | 0 | 1 | -1 | 1 | -21 | 6 | 18
COc1ccc(CNc2ncnc3cc(OC)c(OC)cc23)cc1OC | / | -2 | 2 | -3 | -1 | 1 | 2 | 8 | 1
Cc1ccc(C(C)C)c(OCc2ccc(C(=O)N/N=C/c3ccc(O)cc3O)cc2)c1 | 1 | -6 | 6 | -2 | 16 | 12 | -1 | 6 | 34
COC(=O)c1cc(NS(=O)(=O)c2ccc(NC(C)=O)cc2)ccc1Cl | 0 | -7 | -3 | -1 | 2 | 1 | 11 | 1 | -8
O=c1c(Cc2ccc(F)cc2)c(O)ccn1Cc1ccco1 | -15 | -3 | -7 | -1 | 3 | -20 | -11 | -1 | -4
CC(=O)c1c(N2CCCCC2)nc(=O)n(-c2ccccc2)c1C | -2 | -3 | 4 | -1 | 3 | -2 | -2 | 11 | 0
CCOC(=O)c1sc(-c2ccccn2)nc1C | -3 | / | 0 | 1 | -1 | -7 | 24 | 5 | 0
O=C(C1=C[C@H](c2ccc(C(F)(F)F)cc2)C[C@H](OCc2ccc(CO)cc2)O1)N1CCOCC1 | 3 | 0 | 6 | 2 | -2 | 5 | -61 | 10 | -5
O=C(OCC(=O)N1CCOCC1)c1ccccc1SCC(=O)N1CCCC1 | -14 | 1 | 3 | -3 | 0 | 5[fluorescence artefact?] | 2 | 9 | -3
CCN(CC)CCNC(=S)N1CCn2c(nc3ccccc32)C1 | -11 | -5 | -11 | -2 | -1 | -2 | -1 | -3 | 4
CCOC(=O)c1c(NC(=O)CCc2ccc(CC)o2)sc(C)c1C | 7 | -1 | -3 | -3 | 1 | 0 | 2 | 7 | 0
NC(=O)NC(=O)COC(=O)c1cccc(S(=O)(=O)N2CCCCCC2)c1 | 5 | 0 | 1 | -2 | -1 | 5 | 16 | 7 | 4
Nc1nc2ccccc2n1C(=O)c1ccco1 | 41* | 44* | 5 | 1 | 0 | -1[fluorescence artefact?] | -1 | -3 | 1
Cc1cc(=O)n2nc(N3CCC(C(=O)NCc4cccnc4)CC3)sc2n1 | 12 | -2 | -8 | -3 | 0 | -10 | -15 | 1 | 1
CC(C)(C)C(=O)Nc1ccccc1C(=O)Nc1cc(Cl)ccc1Cl | -21 | -5 | 1 | -1 | 0 | -1 | 3 | 7 | 3
CCOc1ccccc1OCC(=O)Nc1nnc(COC)s1 | 3 | -3 | -9 | 0 | -2 | -4 | -1 | 0 | 3
CSCCC(NC(=O)COc1cccc2ccccc12)C(=O)O (centres undefined) | 3 | 4 | 3 | 1 | 1 | 9 | -1 | 6 | -7

(continued)
SMILES | KLK5 inh | Thrombin inh | FXIa inh | Wee1 stabilizer | Runt-CBFb FRET | 14-3-3 Bad inh | Hck-Nef inh | FXIIa inh 1536 | Runt-SMMHC FRET
Cn1cccc1CC(=O)NNC(=S)NC(=O)c1ccccc1Br | -21 | / | 5 | -2 | 4 | -21 | 20 | 13 | 3
Cn1c(Cc2ccccc2)nnc1SCC(=O)Nc1ccccc1N1CCOCC1 | -16 | -8 | -4 | -2 | 0 | 7 | 1 | 1 | 29
O=C(Nc1ccc(F)cc1F)N1CCCC(c2nc(-c3ccc(F)cc3)no2)C1 (centres undefined) | -2 | 4 | 1 | -1 | -1 | -5 | -1 | 8 | 4
O=C(Cc1ccc([N+](=O)[O-])cc1)NCc1ccncc1 | -4 | -4 | 2 | -1 | 2 | -6 | 19 | 8 | -2
CN(C)S(=O)(=O)c1cccc(NC(=S)N/N=C/C(=O)c2ccccc2)c1 | -78 | -1 | 3 | -2 | 5 | -2[fluorescence artefact?] | 3 | 14 | -5
CC1(c2ccccc2)NC(=O)N(CCN2C(=O)c3ccccc3C2=O)C1=O (centres undefined) | -15 | -6 | -9 | -5 | -2 | 3 | 2 | 1 | -20
Cc1ccc2cccc(SCC(=O)N3CCOCC3)c2n1 | 1 | -5 | -8 | 3 | 1 | -8 | 1 | 4 | -4
O=C(Nc1ccc(N2CCOCC2)c(Cl)c1)c1cc2ccccc2o1 | -8 | -1 | 4 | 1 | -2 | -6 | -7 | 14 | 3
COc1ccc(-c2ncccc2OC(=O)C23CC4CC(CC(C4)C2)C3)cc1 | 60* | 18 | 3 | 0 | -3 | 53 | 0 | -1 | 0
OCCN(Cc1ccccc1)CC(O)COc1ccc(-c2ccccc2)cc1 (centres undefined) | 1 | -10 | -3 | 2 | / | 0 | 20 | 11 | /

Assay outcomes deposited in PubChem by several laboratories.
